# Statin myotox sup = suppressors of simvastatin-induced myotoxicity in C2C12 myotubes. ATP luminescence, 48 h; scaled: DMSO 0, geranylgeraniol control 100. rescue of ATP level, % at 7.49 µM. 330,000 tested, 0.78% active. AID 602340;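 active = mean ATP rescue above about 67%, or every replicate alone reaching that limit, limit read from the data, passing the limit was not always enough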;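 note: myotubes were challenged with 10 µM simvastatin during compound exposure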
# ARNT-TACC3 inh = disrupts binding between human ARNT and TACC3 | Q9Y6A5 | AlphaScreen His-ARNT PAS-B/GST-TACC3 binding, luminescence; TACC3 fragment carries E629A point mutation | inhibition, % at 9.99 µM | 390,000 tested, 0.66% active | AID 623870;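 active = mean inhibition of replicates at least 50% and at least half of replicates each reaching 50%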;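 note: 0% = complete ARNT plus TACC3 wells and 100% = ARNT alone without TACC3; many hits fall short of the cut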
# PAX8 inh HTS = inhibitors of PAX8 transcriptional activity in RMG-I cells; RMG-I TPO-luciferase reporter, SteadyGlo, 24 h; inhibition, % at 12.6 µM; 360,000 tested, 1.2% active;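 active = mean replicate inhibition at least 60% with every replicate also reaching 60%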;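 note: luciferase light reporting Pax8 driven TPO promoter activity; plate controls were median of neutral control wells for no effect and mitoxantrone controls for full effect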
# Cneo AK release = causes C. neoformans cell lysis; adenylate kinase release luminescence, 4 h; normalised: neutral wells 0, clomiphene wells 100; lysis activity, % at 15 µM; 360,000 tested, 0.2% active;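 active = mean lysis activity across replicates of at least 80%, whatever share of replicates individually reach that level; inactive = mean lysis activity below 80%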
#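 Material – log-phase Cryptococcus neoformans yeast cells · Input – 5 × 10^6 yeast cells/mL · Medium – fresh YPD growth medium · Doses – single compound concentration per well · Timing – static 4 h at 37 °C with compound, 1 h detection · Detection – adenylate kinase release luminescence · Read-out – signal increase indicating cell lysis · Control set – Clomiphene as positive lysis control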
# PglD inh = blocks C. jejuni PglD acetyltransferase activity; 360,000 tested, 0.098% active; purified PglD enzyme, DTNB colorimetric CoA detection; inhibition, % at 12.5 µM; in the data active = inhibition above about 16%, passing the limit was not always enough; note: strong numbers were not always called active
# LGR2 antag = blocks bursicon-induced cAMP signaling via Drosophila LGR2 | HEK293 LGR2, CRE-luciferase, bursicon-stimulated, 4 h | inhibition, % at 9.99 µM | 380,000 tested, 0.35% active;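 active = drop in luminescence signal, shown as inhibition above about 50% in the replicate tests, limit read from the data, passing the limit was not always enough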;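 note: agonist challenge used bursicon conditioned medium at about half maximal strength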
# PGC1a acetyl inh = PGC1a acetylation modulation, inhibitor mode; U2OS PGC1a acetylation, AlphaScreen anti-acetyl-lysine; with virally co-expressed GCN5 acetyltransferase; inhibition, % at 15.6 µM; 350,000 tested, 0.17% active;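 active = every replicate shows inhibition of at least 40%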;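 note: 0% = neutral control wells and 100% = positive control wells; some results beyond the cut were filed as inactive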
# INS-1E GSIS act = primary screen for activators of insulin secretion dependent on glucose, INS-1E cells, GLuc reporter luminescence; INS-1E GLuc reporter insulin secretion, 2-3 h; activation, % at 16.6 µM; 370,000 tested, 0.61% active;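 active = lowest replicate activation of at least 40%, so every replicate reaches that level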;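 note: 0% = median of neutral control wells and 100% = median of IBMX positive control wells; some compounds called inactive have numbers as strong as hits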
# Starred values were filed as active, the others as inactive; · = no result given; & = joins results of further samples.
Structure,Statin myotox sup,ARNT-TACC3 inh,PAX8 inh HTS,Cneo AK release,PglD inh,LGR2 antag,PGC1a acetyl inh,INS-1E GSIS act
CC(OC(=O)C1=COCCO1)C(=O)NC1CCCCC1 (stereo not drawn),-28,·,2,-2,-6,5,10,33
C/C(CC(=O)Nc1ccc(C)cc1C)=N\NC(=O)C(C)C,·,-3,13,·,·,12,·,14
C[C@H](NC(=O)C[C@H]1C[C@H]2c3cc(NC(=O)CN(C)C)ccc3O[C@H]2[C@H](CO)O1)c1ccccc1,1,5,6,-4,0,7,7,-3
O=C(/C=C/[C@H]1O[C@@H](n2ccc(=O)[nH]c2=O)[C@H](O)[C@@H]1O)NCCc1c[nH]c2ccccc12,-4,·,7,-1,-7,5,0,·
Cc1cccc(NC(=O)CN2CCN(C(=O)c3cccc(-n4cnnn4)c3)CC2)c1C,4,-11,-5,1,1,-6,0,15
Cc1ccc(S(=O)(=O)N(C)C[C@@H]2Oc3c(NC(=O)C4CC4)cccc3C(=O)N([C@H](C)CO)C[C@H]2C)cc1,-4,-10,12,-2,-6,-16,5,3
CO[C@@H]1CN(C)C(=O)c2ccc(NC(=O)C3CCCC3)cc2OC[C@H](C)N(CC2CC2)C[C@@H]1C,4,-6,-5,40,1,-4,-20,-2
O=C(Cn1nnc(-c2ccccc2NC(=O)c2ccco2)n1)Nc1ccccc1,-44,1,·,-1,-4,·,34,·

# Limited to PglD inh, PAX8 inh HTS and Cneo AK release (3 entries from above):
Molecule	PglD inh	PAX8 inh HTS	Cneo AK release
C[C@H](NC(=O)C[C@H]1C[C@H]2c3cc(NC(=O)CN(C)C)ccc3O[C@H]2[C@H](CO)O1)c1ccccc1	0	6	-4
O=C(/C=C/[C@H]1O[C@@H](n2ccc(=O)[nH]c2=O)[C@H](O)[C@@H]1O)NCCc1c[nH]c2ccccc12	-7	7	-1
Cc1cccc(NC(=O)CN2CCN(C(=O)c3cccc(-n4cnnn4)c3)CC2)c1C	1	-5	1

# New compounds follow:
Structure,Statin myotox sup,ARNT-TACC3 inh,PAX8 inh HTS,Cneo AK release,PglD inh,LGR2 antag,PGC1a acetyl inh,INS-1E GSIS act
CCOC(=O)C1=NNC(C(=O)OCC)C1C(=O)OCC (stereo not drawn),6,0,-16,0,5,-21,3,·
C[C@H](CO)N1C[C@H](C)[C@@H](CN(C)S(=O)(=O)c2cn(C)cn2)OCCCC[C@H](C)Oc2ccc(NS(=O)(=O)c3ccc(Cl)cc3)cc2C1=O,·,-7,9,4,3,14,1,19
CCOc1cc(CN2CCN(Cc3ccc(C)o3)C(CCO)C2)ccc1OC (stereo not drawn),·,3,5,·,·,5,·,19
Cc1ccc(CSCC(=O)Nc2ccc3c(c2)OCO3)cc1,103*,-1,·,1,4,-3,-8,8
CCOc1ccc2nc(NC(=O)C(CC)Sc3nc(C)cc(=O)[nH]3)sc2c1 (stereo not drawn),-3,-23,·,-4,-1,·,4,·
COc1ccccc1CNC(=O)C[C@H]1CC[C@H](NC(C)=O)[C@@H](CO)O1,-5,-7,-9,61,5,32,-7,-3
O=C(Nc1cccnc1)c1ccc(N2CCOCC2)c([N+](=O)[O-])c1,-7,-3,-33,1,-6,-11,·,-5
CCN(CC)CCCNC(=O)CSc1nc(C)cc(C)n1,·,5,12,·,·,·,7,7
Cc1csc(NC(=O)CSc2nc(C(C)C)nc3ccccc23)n1,3,3,35,0,-1,0,·,-13
C[C@@H]1CCCCO[C@H](CN(C)C(=O)c2ccncc2)[C@@H](C)CN([C@H](C)CO)C(=O)c2cc(NC(=O)C3CCCCC3)ccc2O1,-11,·,-6,·,·,-2,5,19
CC(C)NC(=O)N(C)C[C@H]1OCCCC[C@H](C)Oc2ccc(NS(=O)(=O)c3ccc(Cl)cc3)cc2C(=O)N([C@@H](C)CO)C[C@@H]1C,·,-6,-1,-4,6,3,-4,-17
Oc1c(Cl)cc(Cl)cc1C(C#Cc1ccccc1)N1CCOCC1 (stereo not drawn),31,2,·,-1,6,·,-35,·
C/C=C/c1cnc2c(c1)C(=O)N([C@H](C)CO)C[C@@H](C)[C@@H](CN(C)C(=O)Nc1c(C)noc1C)O2,-2,6,·,2,1,-2,-7,29
Cc1ccc(-c2nc3ncccc3o2)cc1NC(=O)C(C)C,4,-28,4,1,-3,2,·,11
CCOc1ccc(NC(=O)CSc2nc3ccsc3c(=O)n2CCC(=O)O)cc1,-4,3,-10,6,4,17,-11,-12
Cc1noc(C)c1NC(=O)Nc1ccc2c(c1)CC(=O)N([C@@H](C)CO)C[C@@H](C)[C@@H](CN(C)C(=O)Nc1ccccc1)O2,2,-10,-4,3,-2,1,11,8
CCCOc1ccc(F)cc1-c1cc(C(=O)Nc2ccc(C)c(NS(C)(=O)=O)c2)[nH]n1,0,·,15,-1,4,5,-13,-4
Cc1cc(=O)oc(C)c1C(=O)NC1CCCCCCC1,·,1,-7,·,·,18,-5,1
O=C(Nc1ccc(F)cc1)N1C[C@@H]2[C@H](c3ccccc31)[C@@H](CO)N2C(=O)c1cccnc1,-8,0,2,-1,1,13,5,10
CSc1nc(NC(C)C)nc(N2CCOCC2)n1,·,-3,·,-1,5,-19,-9,116*
CCN(C(=O)c1cc(S(=O)(=O)N2CCOCC2)cn1C)c1cccc(C)c1,9,-2,7,0,-3,18,·,5
O=C(O)c1cccc(N/N=C/c2cc(Br)cc(Br)c2O)c1,4,2,-120,-1,3,-89,-6,-13
CCC(C)N(C(=O)COC(=O)C1CCN(S(=O)(=O)c2ccc(C)c(C)c2)CC1)C1CCS(=O)(=O)C1 (stereo not drawn),·,-6,-12,·,·,-5,·,1
COc1cc2c(-c3ccccc3O)nc3c(c(C)nn3-c3ccccc3)c2cc1OC,-4,-3,10,-1,-9,1,-14,6
Cc1ncsc1CCSc1nc2ccccc2c(=O)n1C,1,5,·,0,3,2,0,35
COc1ccc(NC(=O)C2(C)Cc3c(-c4ccc5c(c4)OCO5)ccnc3O2)cc1 (stereo not drawn),-30,·,29,-1,6,-1,0,·
CCO[C@@H]1OC(C(=O)NC2CC2)=C[C@H](c2ccc3c(c2)OCO3)[C@H]1CCCO,1,-2,-19&4,0&-4,-2,-14,9&1,-9
O=C(NCCCN1CCCC1=O)c1ccc(CNS(=O)(=O)c2ccc(F)cc2)cc1,-6,-6,·,-5,6,·,·,·
COc1ccc([N+](=O)[O-])c(S(=O)(=O)c2ccccc2)n1,·,·,103*,1,11,104*,16,·
COc1ccc(OC)c(/C=N/NC(=O)Cc2nc3ccccc3[nH]2)c1,5,23,-5,1,-4,·,5,·
CCOc1ccc(N(CC(=O)NC2CCCCC2)S(=O)(=O)c2ccccc2)cc1,-15,-3,-9,0,0,0,-8,18
O=C(CCS(=O)(=O)c1ccccc1)Nc1ncc([N+](=O)[O-])s1,75*,·,78*,-2,-1,0,-4,-9
COc1ccccc1/C=C/C=C1\Oc2c(ccc(O)c2CN2CCN(CCO)CC2)C1=O,0,6,2,-5,-14,-18,0,-23
CN1c2ccc(-c3ccccc3F)cc2[C@H]2[C@H](CCN2C(=O)CN2CCOCC2)[C@H]1CO,12,1,1,2,-3,5,6,-11
NC(=O)CC[C@H](NC(=O)c1ccc(Cl)cc1)C(=O)NNC(=O)COc1cccc(Br)c1,3,3,-1,4,1,-10,1,-3
COc1ccc(Cl)cc1NC(=S)NCCc1ccc(S(N)(=O)=O)cc1,·,-5,7,·,·,8,4,11
CNC(=O)N(O)C1N(/N=C/c2ccccc2F)C(=S)SC1(C)C (stereo not drawn),9,-4,5,8,-7,-15,·,-6
Cc1noc(C)c1S(=O)(=O)NCC(=O)O,4,2,·,1,-3,·,11,·
CN1C(=O)c2cc(NC(=O)C3CCCC3)ccc2OC[C@@H]2O[C@H](CC(=O)NCC(F)(F)F)CC[C@H]21,-80,11,16,-6,-3,-10,4,7
CN1CCCN(C(=O)CNC(=O)Cc2ccccc2)CC1,-6,-4,3,-1,0,-37,6,11
C/C(=C\C(=S)Nc1ccccc1)Nc1ccccc1,·,8,10,·,·,-49,·,0
O=C(OCc1ccccc1)N1CCC2CC1c1cc(N3CCNCC3)ccc12 (stereo not drawn),1,·,-34,-2,-3,-4,4,-11
CCOc1ccc(C2OC(=O)Cc3cc(OC)c(OC)cc32)cc1 (stereo not drawn),23,-3,·,2,-4,8,8,20
CN(C)C(=O)CSc1nnc(CCCCCNC(=O)OC(C)(C)C)o1,·,0,0,-1,5,·,·,·
COc1ccc(NC(=O)Nc2ccc3c(c2)CC(=O)N([C@H](C)CO)C[C@H](C)[C@H](CN(C)S(=O)(=O)c2ccc(F)cc2)O3)cc1,-99,-11,23,0,-2,3,1,2
CC(=O)c1ccc(N2CCN(C(=O)Nc3ccc(Cl)cc3)CC2)cc1,·,-2,1,·,·,46,·,-7
CSc1ncccc1C(=O)OCC(=O)Nc1ccc2c(c1)OCO2,·,0,-10,·,·,7,-11,7
CCOC(=O)CSc1nc2sccc2c(=O)[nH]1,-6,-17,14,1,5,·,-5,·
C[C@@H]1CN([C@@H](C)CO)C(=O)c2cc(C#CC3(O)CCCC3)cnc2O[C@@H]1CN(C)C(=O)C1CC1,-5,·,·,·,·,1,3,2
CC(C)C1C(c2ccccc2)N(C)C(c2ccccc2)CC1(O)c1ccccc1 (stereo not drawn),-18,-2,·,-1,6,23,-3,6
C[C@@H]1CCCCO[C@H](CN(C)C(=O)Nc2cccc3ccccc23)[C@@H](C)CN([C@@H](C)CO)C(=O)c2cc(NC(=O)c3ccccc3)ccc2O1,·,5,38,-6,0,14,-2,-16
COc1ccc(S(=O)(=O)Nc2cccc3c2O[C@H](CN(C)S(=O)(=O)c2cn(C)cn2)[C@@H](C)CN([C@@H](C)CO)C3=O)cc1,5,5,·,-1,-1,12,-3,0
CCCC(=O)Nc1cc(OC)c(NC(=S)Nc2ccc(CC)cc2)cc1OC,22,5,3,11,4,-14,2,-21
CC(C)(O)C#Cc1ccc([C@@H]2[C@@H](CO)N3CCCCN(C(=O)c4cccnc4)C[C@H]23)cc1,·,-4,10,0,4,4,9,15
CCOC(=O)c1ccc(NC(=O)NNC(=O)CCc2ccc(OC)cc2)cc1,-3,0,-15,-1,4,-4,-9,13
C[C@@H]1CN([C@H](C)CO)C(=O)c2cc(NC(=O)Cc3cn(C)c4ccccc34)ccc2O[C@H]1CN(C)C(=O)NC1CCCCC1,6,2,21,3,-4,·,-3,-9

# (continued)
Structure,Statin myotox sup,ARNT-TACC3 inh,PAX8 inh HTS,Cneo AK release,PglD inh,LGR2 antag,PGC1a acetyl inh,INS-1E GSIS act
COc1ccc(NC(=O)N(C)C[C@@H]2OCc3ccccc3-c3c(n(C)c4ccccc34)C(=O)N([C@@H](C)CO)C[C@H]2C)cc1,·,-6,·,41,3,6,-7,-20
O=C(NCc1ccc(F)cc1)c1ccc2c(c1)S(=O)(=O)c1ccccc1C2=O,27,8,-10,1,0,-5,-23,6
O=c1c2ccccc2oc2cc(NCCCN3CCOCC3)ccc12,-7,-1,-207,-5,-4,-60,·,47
COc1ccc(C2(OC)Oc3cc(OC)ccc3C(=O)C2(O)OC)cc1 (stereo not drawn),·,24,-14,·,·,1,·,-9
C[C@@H]1CN([C@@H](C)CO)C(=O)c2cc(NC(=O)CCN3CCOCC3)ccc2O[C@H]1CN(C)S(=O)(=O)c1ccccc1,3,0,-1,-2,1,-13,7,18
CC(C)C(=O)Nc1nc2cc3c(cc2s1)OCCO3,-1,-6,-2,·,·,24,1,-42
O=C(Nc1cccc([N+](=O)[O-])c1)N1CCCCCC1,·,-2,-6,0,1,9,-6,63*
